From PubChem BioAssay
USP10 block: inhibitors of human USP10 deubiquitinase; Q14694; purified USP10, Ub-rhodamine fluorescence, 60 min; inhibition, % at 20 µM; 47,000 tested, 1.1% active; AID 1645856
USP8 inh: inhibitors of human USP8 deubiquitinase. purified USP8, Ub-rhodamine cleavage fluorescence, 30 min. inhibition, % at 20 µM. 47,000 tested, 4.2% active
USP30 block: blocks human USP30 ubiquitin-rhodamine cleavage; Q70CQ3; purified USP30, Ub-rhodamine cleavage fluorescence; inhibition, % at 25 µM; 47,000 tested, 5.3% active
Target sequence (Q70CQ3 whole entry, looked up): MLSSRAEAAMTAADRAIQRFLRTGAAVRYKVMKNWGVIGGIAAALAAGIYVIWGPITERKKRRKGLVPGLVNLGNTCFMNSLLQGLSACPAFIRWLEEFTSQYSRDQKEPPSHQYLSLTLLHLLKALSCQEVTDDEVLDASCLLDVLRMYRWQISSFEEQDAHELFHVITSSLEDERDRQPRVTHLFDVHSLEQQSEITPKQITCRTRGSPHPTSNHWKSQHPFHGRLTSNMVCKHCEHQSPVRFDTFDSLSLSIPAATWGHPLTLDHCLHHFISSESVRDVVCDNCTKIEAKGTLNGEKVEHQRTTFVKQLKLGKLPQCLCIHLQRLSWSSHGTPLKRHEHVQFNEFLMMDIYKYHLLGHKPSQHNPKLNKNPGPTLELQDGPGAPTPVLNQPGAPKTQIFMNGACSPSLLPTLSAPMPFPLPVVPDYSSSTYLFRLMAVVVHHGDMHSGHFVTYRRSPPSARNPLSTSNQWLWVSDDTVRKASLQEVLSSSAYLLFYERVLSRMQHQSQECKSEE
UCHL1 inh: blocks human UCHL1 ubiquitin-rhodamine cleavage | 47,000 tested, 0.2% active | inhibition, % at 20 µM | purified UCHL1, Ub-rhodamine cleavage fluorescence | P09936
USP7 block: inhibitors of human USP7 deubiquitinase. Q93009. purified USP7, Ub-rhodamine cleavage fluorescence. inhibition, % at 20 µM. 47,000 tested, 0.3% active
OTUD3 inh: inhibitors of human OTUD3 deubiquitinase | Q5T2D3 | purified OTUD3, Ub-rhodamine fluorescence, 2 h | inhibition, % at 25 µM | 47,000 tested, 0.7% active
Target sequence (Q5T2D3 whole entry, looked up): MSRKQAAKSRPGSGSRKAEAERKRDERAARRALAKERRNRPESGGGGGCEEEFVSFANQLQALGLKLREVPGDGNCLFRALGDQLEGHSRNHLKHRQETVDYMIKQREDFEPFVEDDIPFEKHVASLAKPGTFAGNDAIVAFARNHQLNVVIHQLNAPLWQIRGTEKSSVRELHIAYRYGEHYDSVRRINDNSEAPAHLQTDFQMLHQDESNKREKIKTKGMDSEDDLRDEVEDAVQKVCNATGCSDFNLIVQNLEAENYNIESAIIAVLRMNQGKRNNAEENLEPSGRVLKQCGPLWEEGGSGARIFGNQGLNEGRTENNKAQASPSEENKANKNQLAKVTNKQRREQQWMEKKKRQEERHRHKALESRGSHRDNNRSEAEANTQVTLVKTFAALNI
USP17 block: human USP17-like deubiquitinase inhibition. A8MUK1. purified USP17, Ub-rhodamine cleavage fluorescence, 3 h. inhibition, % at 50 µM. 47,000 tested, 6.5% active. AID 1645855
USP28 inh: blocks human USP28 ubiquitin-rhodamine cleavage; purified USP28, Ub-rhodamine cleavage fluorescence, 30 min; inhibition, % at 25 µM; 47,000 tested, 3% active; AID 1645857; Q96RU2
Starred values were filed as active, the others as inactive; · = no result given. No stated cut-off is given here; in the data, active means inhibition above about 30%; inactive means the rest. Rows were taken by chance; overall some 14% were active at least once.

UCHL1 inh,USP7 block,USP30 block,SMILES,USP17 block,OTUD3 inh,USP10 block,USP8 inh,USP28 inh
-2,·,-16,O=C(Nc1cccc(F)c1)N1CCC2(C1)C(=O)Nc1ccccc12 (stereo not drawn),-7,-6,0,-2,0
2,5,9,CC1=C(C(=O)Nc2ccccc2)C(c2sccc2C)n2ncnc2N1 (stereo not drawn),7,12,-1,8,3
-6,0,-96,CCn1c(=O)[nH]c2cc(-c3nc(-c4ccc(F)cc4)no3)ccc2c1=O,-20,-13,-6,-9,-17
2,-8,5,Cc1cnc2c(S(=O)(=O)N(C)Cc3ccc(F)c(F)c3)cccc2c1,-1,-2,7,-2,1
0,3,-3,CC(=O)Nc1ccc(-n2cnc(C(=O)NC3CCCCC3)c2)nc1,12,0,-6,-26,23
-6,-2,-7,COc1ccc(CNC(=O)c2ccc3nc(NS(C)(=O)=O)sc3c2)cc1OC,-10,-9,-6,-4,-17
-1,-8,·,COc1ccc(Cn2nccc2NC(=O)C(C)Oc2ccc(C)c(C)c2)cc1 (stereo not drawn),63*,0,1,5,·
0,-86,16,O=C(NCc1ccco1)c1nc(-c2ccc(N3CCCCC3)nc2)no1,11,1,0,1,2
-2,-1,-4,Cc1ccc(N2CCN(CCc3nc4cc(NS(C)(=O)=O)ccc4n3C)CC2)cc1,-11,-8,-3,-43,-7
0,3,23,O=C(Cn1cncn1)N1CCN(C(=O)c2ccccc2)CC1,14,13,1,22,9
1,1,-1,COc1ccc(OC)c(C(=O)Nc2ccc3c(c2)NC(=O)C(C)O3)c1 (stereo not drawn),0,-5,2,2,0
5,5,18,CSCC[C@H](NC(=O)OC(C)(C)C)C(=O)N1CCC(C(=O)N[C@@H](C)C(=O)Nc2ccc(C(C)C)cc2)CC1,·,5,-2,24,9
1,-1,10,O=C(CN1C(=O)CSc2cccn2-c2ccccc21)NCc1ccc(Cl)cc1,40*,24,0,-78,21
-14,-5,-184,N#Cc1ccsc1NC(=O)CSc1ncnc2sc3c(c12)CCCC3,-32,-26,-7,8,-23
-1,-2,-12,COCCn1ccc2nc(C)c(C(=O)NCc3ccc(F)cc3)cc2c1=O,-5,-7,1,3,-12
0,5,23,Cc1ccccc1NC1=NC2(CCCC2)N=C(N)N1,10,21,0,18,4

Printed as active in USP17 block, of those listed so far:
UCHL1 inh,USP7 block,USP30 block,SMILES,USP17 block,OTUD3 inh,USP10 block,USP8 inh,USP28 inh
-1,-8,·,COc1ccc(Cn2nccc2NC(=O)C(C)Oc2ccc(C)c(C)c2)cc1 (stereo not drawn),63*,0,1,5,·
1,-1,10,O=C(CN1C(=O)CSc2cccn2-c2ccccc21)NCc1ccc(Cl)cc1,40*,24,0,-78,21

(further entries)
UCHL1 inh,USP7 block,USP30 block,SMILES,USP17 block,OTUD3 inh,USP10 block,USP8 inh,USP28 inh
-5,-7,-86,N#Cc1c(=O)c2ccccc2n2ccccc12,-47,-23,-14,-7,-33
-1,-1,-3,CCn1nnc2c(NCc3ccccc3OC)ncnc21,-9,-4,2,0,-4
5,7,3,CNc1nc2c(c(=O)n1Cc1ccccc1)CCN(C(=O)c1ccc3ccccc3c1)C2,12,0,7,5,-2
-4,0,9,Cc1nc2cc(N3CC(C(=O)Nc4ccccc4C)CC3=O)ccc2o1 (stereo not drawn),6,9,-4,28,12
-2,1,8,CC1(C(=O)O)CC12CC2(C)C(=O)O (stereo not drawn),-4,0,0,7,-5
0,-1,-24,CC(C)(C)c1ccc(C(=O)Nc2ccc([C@@H](O)[C@H]3COCC(=O)N3)cc2)cc1,-1,-5,-1,2,47*
-3,-7,-111,COc1cccc(CNS(=O)(=O)c2cc3[nH]c4c(c3cc2C)C(=O)CCC4)c1,-25,-9,-6,0,2
-1,0,0,O=C(c1ccc2nc[nH]c2c1)N1CCN(c2ncccn2)CC1,7,-7,2,0,-10
2,4,16,CC(C)(c1nnnn1-c1cccc(C(F)(F)F)c1)N1CCOCC1,21,10,4,14,7
2,5,17,O=c1c2c(nc3nc(C(c4ccccc4)c4ccccc4)[nH]n13)CCC2,14,9,6,10,8
0,-2,6,Cc1cccc(NC(=O)CCn2nc(C)c(S(=O)(=O)N3CCOCC3)c2C)c1,-1,7,-1,-21,6
0,0,-6,O=S(=O)(c1ccccc1)N1CCN(c2ccc(-c3cccnc3)nn2)CC1,49*,-7,1,-172,0
1,2,-2,Cc1ncccc1Oc1nccnc1C1CCNCC1,5,-1,0,-11,-6
-2,-1,-19,O=C(Cn1ccc2ccn(CC3CC3)c2c1=O)N1CCOCC1,-1,-14,1,1,-4
1,3,33*,CC(=O)/C=C/C1(O)C(C)=CC(=O)CC1(C)C (stereo not drawn),11,9,-1,-5,6
0,0,2,O=C(c1ccc[nH]1)N1CCC2(CC(=O)N(c3ccc(F)cc3)C2)C1 (stereo not drawn),2,-8,0,-16,3
1,-3,14,O=C(NCc1nnc2c(C(F)(F)F)cc(Cl)cn12)C1(c2ccc(Cl)cc2)CCCC1,7,1,3,12,3
4,3,12,O=C(CCc1nnc2ccc(N3CCCCC3)nn12)N1CCN(Cc2ccccc2)CC1,11,13,0,16,15
2,6,25,COCCN1C(=O)C[C@@H](C(=O)N2CCCN(C(C)=O)CC2)[C@@H]1c1ccccc1,9,5,0,-1,9
-21,-20,-201,CC(=O)c1ccc(NC(=O)c2nc3ccccc3nc2N2CCCC2)cc1,-87,-193,-4,-20,-51
9,3,15,Cc1cccc(N2CCN(C(=O)CCc3nnc(C(=O)Nc4ccccc4)s3)CC2C)c1 (stereo not drawn),0,4,2,3,2
0,-7,10,CC(C)CC(C(=O)N1CCN(c2ccccc2)CC1)N1Cc2ccccc2C1=O (stereo not drawn),-3,0,0,0,-9
2,-4,19,Clc1ccc(-c2noc(CCCOc3ccccc3)n2)cc1,19,19,6,24,19
2,-1,-7,COc1ccc(CN2CC[C@@H]3[C@H]2C(=O)NC[C@H](CCC(=O)N2CCOCC2)N3C)cc1,-35,0,0,7,5
5,8,11,CCn1ncc(S(=O)(=O)Nc2ccn(Cc3ccccc3C)n2)c1C,7,6,2,-1,2
-11,-11,-222,O=C(O)C1CCCN(Cc2c(-c3cccs3)nc3ncccn23)C1 (stereo not drawn),-58,-40,-9,-24,-53
0,0,-44,c1cncc(-c2nc(-c3ccc4c(c3)ncn4CCN3CCCCC3)no2)c1,-13,-6,-1,-3,-13
-3,-1,-3,O=C(COc1ccccc1)N1CC[C@H](c2nnc(-c3cccnc3)o2)C1,-13,-8,1,-4,-9
4,4,23,O=C(OCc1ccc(Br)cc1)c1ccc2ccccc2n1,22,16,12,26,82*
2,8,34*,Cc1c(Cl)cccc1NS(=O)(=O)c1ccc(NC(=O)Nc2ccccc2)cc1,39*,11,8,-18,4
2,2,·,CS(=O)(=O)N1CCC(C(=O)NCc2ccccc2)Oc2ccccc21 (stereo not drawn),8,5,0,-1,·
2,1,21,COc1ccccc1CNC(=O)c1cccc2cccnc12,11,7,-2,14,24

As a working copy, some entries already given.
UCHL1 inh,USP7 block,USP30 block,SMILES,USP17 block,OTUD3 inh,USP10 block,USP8 inh,USP28 inh
4,4,23,O=C(OCc1ccc(Br)cc1)c1ccc2ccccc2n1,22,16,12,26,82*
2,8,34*,Cc1c(Cl)cccc1NS(=O)(=O)c1ccc(NC(=O)Nc2ccccc2)cc1,39*,11,8,-18,4
2,2,·,CS(=O)(=O)N1CCC(C(=O)NCc2ccccc2)Oc2ccccc21 (stereo not drawn),8,5,0,-1,·
2,1,21,COc1ccccc1CNC(=O)c1cccc2cccnc12,11,7,-2,14,24

Taken from above.
Reading of `O=C(c1ccc2nc[nH]c2c1)N1CCN(c2ncccn2)CC1` under OTUD3 inh: -7
Reading of `CCn1ncc(S(=O)(=O)Nc2ccn(Cc3ccccc3C)n2)c1C` under USP10 block: 2
Reading of `CSCC[C@H](NC(=O)OC(C)(C)C)C(=O)N1CCC(C(=O)N[C@@H](C)C(=O)Nc2ccc(C(C)C)cc2)CC1` under USP30 block: 18

Further records follow:
UCHL1 inh,USP7 block,USP30 block,SMILES,USP17 block,OTUD3 inh,USP10 block,USP8 inh,USP28 inh
-2,-1,-12,Cc1ccc(C(=O)N2C[C@@H]3OCCN(CC4CC4)[C@@H]3C2)cc1,-9,-3,0,-44,-11
2,3,4,COc1ccc(OC)c(NC(=O)C2=C(C)Nc3ncnn3C2c2ccccn2)c1 (stereo not drawn),7,4,2,5,1
-1,0,-8,CC(C)(C)C(=O)N1CCC(Cc2cnc(-c3ccn[nH]3)cn2)CC1,-11,0,0,-33,-7
2,3,23,CCOc1ccccc1C1CC(=O)Nc2c1c(C)nn2-c1nncc(-c2ccc(C)cc2)n1 (stereo not drawn),14,11,0,12,4
-1,-5,·,O=C(O)c1ccc(Cl)c(-c2ccc(CNCC(O)c3ccccc3)o2)c1 (stereo not drawn),-27,-8,5,-2,·
4,7,18,O=c1c2cnc3ncnn3c2ccn1CCN1CCOCC1,13,2,0,24,12
3,4,49*,NC(=O)c1cccc(OCCOc2ccccc2)c1,24,0,2,4,15
0,-5,4,Cc1cc(C)n(-c2nc3c(c(=O)n2CC(=O)N2CCCC2)CCCC3)n1,-3,7,1,-16,8
2,3,7,c1cc(CN2CCC(c3nc(C4CC4)n[nH]3)CC2)co1,13,8,-1,11,6
3,3,32*,Cc1cc(C)nc(NC(=O)c2ccn(COc3ccc(F)cc3)n2)c1,4,13,0,6,4
-3,-3,-25,Cc1ccccc1S(=O)(=O)N1CCC2(CC1)OC(C(=O)NCC(C)C)Cn1ccnc12 (stereo not drawn),-28,-13,-1,-59,-20
0,7,-2,CN1CC(=O)N(C2CCCNC2)Cc2c(NCc3ccccc3F)ncnc21 (stereo not drawn),-35,2,-3,-107,1
-2,6,·,CC1(c2nnc(-c3ccc4ccccc4n3)o2)CCOCC1,-2,1,1,2,·
0,-3,-7,Cc1ccc(C)c(C(=O)NCc2noc(C3CCCC3)n2)c1,0,0,0,11,0
-6,-4,-86,CCc1ccccc1N(C(=O)c1ccc2c(c1)OCCO2)C(C(=O)NCc1ccccc1)c1ccc(F)cc1 (stereo not drawn),-47,-22,-8,-64,-32
-3,-4,-18,O=C(CCC1CCCC1)N1CCN(C(=O)c2cc(-c3cccnc3)n[nH]2)CC1,7,0,7,3,-20
0,-6,16,CCc1noc(-c2c(C)cc(C)n2CC(=O)Nc2cc(C)ccc2C)n1,5,13,-4,-1,0
9,-5,-13,CCCC(=O)N1CCC2(CC1)Nc1ccccc1NC2=O,70*,-2,-2,87*,7
-6,9,-3,Cc1cc(=O)n2[nH]c(CN(C(=O)c3ccccc3F)c3ccccc3)nc2n1,·,-16,0,-64,-16
-1,4,19,O=C(NCCCN1CCOCC1)c1nc(-c2ccc3cc[nH]c3c2)no1,11,10,1,3,17
0,0,0,O=C(CCn1c(=O)c2ccccc2n(Cc2ccccc2F)c1=O)NCCc1ccccc1,0,-7,4,7,-9
5,-16,-7,Nc1cc(OC(=O)c2cccc(F)c2)nn1S(=O)(=O)c1ccccc1,0,9,4,-19,0
-1,2,3,Cc1nc2c(nnn2C[C@@H]2CCCN(C(=O)c3ccc(C(F)(F)F)cc3)C2)c(=O)[nH]1,0,5,1,2,0
2,-10,42*,O=c1[nH]c(C2CCN(S(=O)(=O)c3ccc(S(=O)(=O)NC4CC4)cc3)CC2)nc2c1nnn2Cc1ccc(F)cc1,·,-1,21,-1,21
